High-throughput results from PubChem BioAssay.
SRC3 inh – human NCOA3 inhibition; inhibition, % at 3.6 µM; Q9Y6Q9; HEK293 GAL4-SRC3 luciferase reporter, luminescence; hit rate 0.17% among 360,000;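 active = inhibition above a per-campaign cutoff, the mean of all compounds plus 3 SD, cut at about 60% in these data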;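 note: 0% = DMSO-treated cells and 100% = gossypol-treated cells at 36 µM; higher means less SRC3-driven luciferase light from the GAL4 reporter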
Target sequence (Q9Y6Q9 whole entry, looked up, the tested form may be a part): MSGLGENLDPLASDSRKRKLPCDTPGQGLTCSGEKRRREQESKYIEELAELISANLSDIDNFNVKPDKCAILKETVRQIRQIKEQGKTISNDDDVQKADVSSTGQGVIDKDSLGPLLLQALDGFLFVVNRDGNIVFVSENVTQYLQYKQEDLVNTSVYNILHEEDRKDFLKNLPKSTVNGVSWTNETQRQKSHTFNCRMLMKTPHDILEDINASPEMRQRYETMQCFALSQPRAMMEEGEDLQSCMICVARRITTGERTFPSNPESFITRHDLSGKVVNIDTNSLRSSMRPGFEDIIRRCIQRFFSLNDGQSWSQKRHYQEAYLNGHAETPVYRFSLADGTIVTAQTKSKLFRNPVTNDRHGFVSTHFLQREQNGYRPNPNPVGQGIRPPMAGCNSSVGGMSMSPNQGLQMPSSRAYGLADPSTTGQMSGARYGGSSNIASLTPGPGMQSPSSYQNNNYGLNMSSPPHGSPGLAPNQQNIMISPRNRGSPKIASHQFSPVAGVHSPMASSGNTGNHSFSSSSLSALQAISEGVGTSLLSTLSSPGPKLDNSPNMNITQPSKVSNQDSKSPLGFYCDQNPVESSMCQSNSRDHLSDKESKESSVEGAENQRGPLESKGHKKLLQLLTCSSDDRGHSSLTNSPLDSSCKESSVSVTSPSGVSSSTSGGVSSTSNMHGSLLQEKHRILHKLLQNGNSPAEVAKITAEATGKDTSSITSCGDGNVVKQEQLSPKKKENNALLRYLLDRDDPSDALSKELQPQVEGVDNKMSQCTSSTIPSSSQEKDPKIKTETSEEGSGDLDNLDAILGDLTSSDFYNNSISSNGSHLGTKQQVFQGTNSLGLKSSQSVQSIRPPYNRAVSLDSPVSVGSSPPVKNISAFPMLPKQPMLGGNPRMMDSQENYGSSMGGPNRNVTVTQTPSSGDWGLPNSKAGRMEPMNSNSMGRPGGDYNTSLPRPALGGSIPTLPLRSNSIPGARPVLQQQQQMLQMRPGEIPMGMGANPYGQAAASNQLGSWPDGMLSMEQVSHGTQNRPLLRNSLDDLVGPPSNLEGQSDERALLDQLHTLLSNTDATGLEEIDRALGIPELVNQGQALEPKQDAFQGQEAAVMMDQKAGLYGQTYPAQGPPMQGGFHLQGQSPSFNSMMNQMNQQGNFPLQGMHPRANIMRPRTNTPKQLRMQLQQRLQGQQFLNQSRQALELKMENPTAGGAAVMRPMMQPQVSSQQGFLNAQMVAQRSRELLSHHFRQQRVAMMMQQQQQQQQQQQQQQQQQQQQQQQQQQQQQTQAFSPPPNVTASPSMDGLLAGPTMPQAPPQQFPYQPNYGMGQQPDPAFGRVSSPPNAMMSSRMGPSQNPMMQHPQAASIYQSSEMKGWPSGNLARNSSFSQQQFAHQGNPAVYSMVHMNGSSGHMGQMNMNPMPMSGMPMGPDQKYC
SRC2 inh – human SRC2 (NCOA2) inhibition | Q15596 | HEK293 GAL4-SRC2 luciferase reporter, luminescence | inhibition, % at 9 µM | hit rate 0.17% among 370,000;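 active = inhibition above the mean inhibition of all tested compounds plus 3 SD, set per campaign, cut at about 52% in these data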;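 note: 0% = DMSO treated cells and 100% = cells given Gossypol at 36 µM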
ABHD5 PLIN5 PPI – blocks binding of human ABHD5 to perilipin-5; hit rate 0.78% among 360,000; Split G. princeps luciferase complementation, luminescence, 4 h; AID 602281; inhibition, % at 4 µM;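 active = inhibition above the mean inhibition across every tested compound plus 3 SD, cut at about 22% in these data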;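 note: 0% = DMSO only wells and the 100% control is not disclosed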
TWEAK-Fn14 inh – inhibitors of TWEAK-Fn14 interaction signaling; TWEAK-stimulated Fn14 reporter cells, luciferase luminescence, 8 h; inhibition, % at 10 µM; hit rate 2% among 360,000; in the data active = inhibition above about 50%
NOD2 RIPK2 PPI – NOD2-RIPK2 protein interaction inhibition; CHO BLA complementation NOD2-RIPK2, CCF4 ratio; inhibition, % at 4.98 µM; hit rate 0.38% among 360,000; AID 624267; in the data active = inhibition above about 21%;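 note: 0% = vehicle only and 100% = reference blocker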
LRH-1 inv ag – inverse agonists of human LRH-1 (NR5A2); hit rate 0.13% among 360,000; O00482; HEK293T StAR-luciferase reporter, LRH-1 transfected, 24 h; inhibition, % at 3.6 µM; AID 602396;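 active = inhibition above the mean inhibition of all tested compounds plus 3 SD, cut at about 73% in these data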;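 note: 0% = DMSO wells and 100% = reporter-only cells lacking LRH-1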
NR2F2 inh – blocks human COUP-TFII nuclear receptor. P24468. HEK293T NGFI-A luciferase reporter, luminescence. inhibition, % at 8.6 µM. hit rate 0.7% among 370,000. AID 686940;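 active = inhibition above a per-plate cutoff, mean inhibition of test wells between control levels plus 3 SD, cut at about 38% in these data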;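 note: cells cotransfected with COUP-TFII expression vector driving the NGFI-A reporter; 0% = median of COUP-TF2 test wells and 100% = reporter-only cells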
TROY signal inh – inhibitors of TROY-dependent NF-kB signaling; Q293 LMP1-TROYcd NF-kB luciferase reporter, 4 h; inhibition, % at 10 µM; hit rate 0.98% among 360,000; AID 1347056;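 active = compounds whose plate-normalised and pattern-corrected inhibition of the luciferase reporter signal at the single screening dose is 50% or more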
NCOA1 inh – human NCOA1 inhibition. Q15788. HEK293 GAL4-SRC1 luciferase reporter, luminescence. inhibition, % at 3.6 µM. hit rate 0.12% among 360,000. AID 588354;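 active = inhibition above the campaign mean plus 3 SD, with each screening campaign given its own cutoff, cut at about 60% in these data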;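 note: 0% = DMSO treated cells and 100% = gossypol at 36 µM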
Exocytosis inh – lytic granule exocytosis inhibition; TALL-104 LAMP-1 surface exposure, flow cytometry; cells stimulated with thapsigargin and PMA; inhibition, % at 10 µM; hit rate 0.66% among 360,000; AID 651702;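 active = inhibition above about 55%, limit read from the data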
TLR9-MyD88 block – blocks human TLR9 binding to MyD88; Q9NR96+Q99836; CHO BLA complementation TLR9-MyD88, CCF4 FRET ratio; inhibition, % at 4.98 µM; hit rate 0.21% among 340,000; AID 504734;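 active = inhibition above the mean over all tested compounds plus 3 SD, cut at about 21% in these data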;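 note: 0% = DMSO only wells and 100% = clavulanate BLA inhibitor control wells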
* marks the source's active call; other numbers are inactive results; / = not tested or not shown. These rows are one share of the data (hit frequency here may not be typical).

SMILES	SRC3 inh	SRC2 inh	ABHD5 PLIN5 PPI	TWEAK-Fn14 inh	NOD2 RIPK2 PPI	LRH-1 inv ag	NR2F2 inh	TROY signal inh	NCOA1 inh	Exocytosis inh	TLR9-MyD88 block
O=C(/C=C/c1cccc([N+](=O)[O-])c1)c1ccc2c(c1)OCCO2	-7	1	23*	21	0	24	8	-49	-2	-1	0
Cc1ccnc(SCC(N)=O)n1	7	-6	-3	8	2	4	3	-7	8	0	-1
COC(=O)c1ccc(Oc2nc(Nc3ccc(C)c(C)c3)nc(N(C)C)n2)cc1	0	-7	-7	14	-13	-31	1	6	-2	10	-3
O=C(Nc1ccc(N2CCOCC2)cc1)c1ccc(COc2ccccc2)cc1	18	-1	5	13	-8	-8	15	-8	5	5	0
O=C(CSc1ccc(-c2nc3ccccc3[nH]2)cn1)Nc1ccc(S(=O)(=O)NC2CC2)cc1	0	-25	-1	5	-11	-5	-2	-11	-20	-5	-13
COCCNC(=O)c1ccc(CN2CCC(Cc3ccccc3)CC2)cc1	6	-8	-8	4	7	-9	6	4	4	12	-4
Cc1cccc(NC2(C(F)(F)F)N=C3SCCN3C2=O)n1 (stereo not given)	-15	-13	-7	5	-4	-6	19	13	-2	2	-10
CC1CCC(N2CCN(S(=O)(=O)Cc3ccccc3)CC2)CC1 (stereo not given)	-3	8	8	33	-6	-6	9	-4	-37	-5	-6
Cc1ccc(C)c(Nc2cc(C)nc3ncnn23)c1	7	0	0	-20	11	11	-22	14	-1	-8	-2
COC(=O)c1c(C(=O)OC)c2ccccn2c1C(=O)c1ccc([N+](=O)[O-])cc1	20	13	-11	-2	-2	7	11	14	10	-4	-1
COc1ccc(C2C(C#N)=C(N)Oc3n[nH]c(C)c32)cc1Cn1nnc2ccccc21 (stereo not given)	21	-6	14	-4	-5	-9	0	-9	4	-2	3
CCc1ccccc1NC(=O)N1CCCc2ccccc21	7	-38	5	53*	-7	-7	0	78*	-37	38	1
COc1ccc(NC(=O)CSc2ccc(NC(C)=O)cc2)cc1S(=O)(=O)N1CCOCC1	-3	-5	-3	-14	-15	0	3	3	-2	-3	-9
Cn1cc(NC(=O)OCc2ccc(Cl)cc2)c(C(F)(F)F)n1	13	-9	0	-3	-11	-2	-10	0	-5	-2	-3
Cc1cc(C(=O)Nc2sc3c(c2C#N)CCC(C)C3)no1 (stereo not given)	-82	-36	-8	-11	-6	-128	-40	-52	-103	1	-6
Cn1c(/N=C(\N)c2ccccc2)nc2ccccc21	-97	-78	-5	-14	-9	-87	-43	-50	-109	-5	-9
COc1ccccc1CNc1nc2nc3c(c(=O)n2[nH]1)CCC3	4	4	4	16	-5	-9	-10	18	2	-5	6
O=C(CNCCc1ccc(Cl)cc1Cl)NCc1ccco1	-12	14	0	-11	4	9	-8	4	-10	1	4
Cc1occc1-c1nnc(SCC(=O)NCc2ccco2)n1CC(C)C	7	-8	23*	5	7	11	-6	8	-4	0	-1
O=C(c1ccco1)c1nnn(Cc2ccccc2)c1-c1ccccc1	24	-8	11	5	5	25	22	8	16	2	12
C#CCOCCOCCOCCNc1nc(N2CCOCC2)nc(N2CCN(C(=O)[C@H](CO)n3cc([C@@H](N)C(C)C)nn3)CC2)n1	-8	5	3	9	-8	3	1	1	2	0	-8
COc1ccc(Cl)cc1NC(=O)CSc1sc2c(O)cc(=O)[nH]c2c1C#N	7	-8	-7	-2	4	10	12	0	-10	7	5
COc1cccc(C2=CC(=O)C[C@H](c3ccc(Cl)cc3)C2)c1OC	-1	8	-5	-19	2	-32	0	-18	3	-4	-15
COc1cc(C(=S)N2CCOCC2)ccc1OC(=O)Cc1ccc(F)cc1	16	-10	3	-7	-6	4	13	24	2	-2	-4
CC(C)COC(=O)c1ccc(N2C(=O)c3ccccc3C2=O)cc1	-9	-23	1	5	5	-5	2	-21	-1	-3	-4

A run of entries from the list above, as a working copy:
SMILES	SRC3 inh	SRC2 inh	ABHD5 PLIN5 PPI	TWEAK-Fn14 inh	NOD2 RIPK2 PPI	LRH-1 inv ag	NR2F2 inh	TROY signal inh	NCOA1 inh	Exocytosis inh	TLR9-MyD88 block
COc1cccc(C2=CC(=O)C[C@H](c3ccc(Cl)cc3)C2)c1OC	-1	8	-5	-19	2	-32	0	-18	3	-4	-15
COc1cc(C(=S)N2CCOCC2)ccc1OC(=O)Cc1ccc(F)cc1	16	-10	3	-7	-6	4	13	24	2	-2	-4
CC(C)COC(=O)c1ccc(N2C(=O)c3ccccc3C2=O)cc1	-9	-23	1	5	5	-5	2	-21	-1	-3	-4

New compounds follow:
SMILES	SRC3 inh	SRC2 inh	ABHD5 PLIN5 PPI	TWEAK-Fn14 inh	NOD2 RIPK2 PPI	LRH-1 inv ag	NR2F2 inh	TROY signal inh	NCOA1 inh	Exocytosis inh	TLR9-MyD88 block
CNC[C@H]1Oc2ccc(NC(=O)C3CCCCC3)cc2CC(=O)N([C@H](C)CO)C[C@@H]1C	2	-5	-3	3	2	25	3	-5	-21	3	3
CC(=O)c1cc(CN2CCN(C3CCCCC3)C(CCO)C2)cs1 (stereo not given)	7	10	-1	-7	-12	21	-21	3	-24	0	-8
CCO[C@H]1OC(C(=O)N2CCN(C)CC2)=C[C@@H](c2ccc3c(c2)OCO3)[C@@H]1CCCO	-23	-24	3	6	1	1	-19	8	-31	-3	-8
Cc1ccc(Oc2ccc(Cl)cc2NC(=O)c2cnccn2)cc1	1	-5	-1	-11	4	19	17	-5	1	3	-11
O=C(Nc1ccccc1[N+](=O)[O-])C1COc2ccccc2O1 (stereo not given)	-70	-31	7	-4	11	-106	-51	-49	-73	-13	-7
Fc1ccc(NC(=S)Nc2cccc3cnccc23)cc1	3	-20	-19	46	-4	5	5	19	-22	1	0
O=C(NC1CC1)c1ccc2c(c1)N(Cc1ccc(Cl)cc1)CCS2	10	39	0	24	-14	2	-2	11	9	2	-10
CC(=O)Nc1ccc(NC(=O)CCCc2c[nH]c3ccccc23)cc1	7	11	3	4	3	3	8	-10	-8	1	7
COc1ccccc1-c1nc(C#N)c(N2CCCCCC2)o1	-3	-22	-9	-35	-8	-10	-4	-24	-20	2	-3
O=C(CCCn1cc([N+](=O)[O-])cn1)Nc1cccnc1	13	7	-1	8	-8	4	9	-9	-10	0	0
CCOC(=O)C1CCCN(Cc2ccc(OCC)cc2)C1 (stereo not given)	29	11	10	3	-4	-5	0	3	6	-2	11
CCC(C)N(C(=O)Cn1nnc2ccccc21)C(C(=O)NCc1ccco1)c1cccc(OC)c1 (stereo not given)	7	-5	0	9	-9	-14	8	-16	10	-1	-10
CC1(C(=O)NS(=O)(=O)C2CC2)CCN(C(=O)c2cc(F)cc(F)c2)C1 (stereo not given)	-27	4	4	13	-10	-8	0	-4	10	-11	/
O=C(C[C@H]1C/C=C\CCCCC(=O)OC[C@H]2CCCN2C1=O)N[C@H](CO)Cc1ccccc1	-18	-13	-3	12	6	-26	0	-14	12	29	3
N#C/C(N=Nc1ccccc1O)=N\Nc1ccccc1O	16	11	22	88*	-5	-7	3	46	-2	10	-10
O=C(NCc1ccccc1)c1onc(CSc2ccc(F)cc2)c1C(=O)NCCCN1CCOCC1	14	9	9	-19	3	-14	9	-14	5	14	-8
Cn1c(N)c(C(=O)COC(=O)c2ccccn2)c(=O)n(C)c1=O	1	-17	4	16	-7	5	15	-2	-32	0	4
NC(=O)C[n+]1cccc(/C=N/O)c1	8	3	-1	-42	4	-17	-24	13	-16	3	2
CC(=O)c1cccc(-c2ccnc3c2CC(C(=O)Nc2ccc(Cl)c(C(F)(F)F)c2)O3)c1 (stereo not given)	-31	32	-15	28	3	-22	-12	36	-13	6	/
Cn1c(CN2CCOCC2)nnc1SCC(=O)Nc1cccc(C(F)(F)F)c1	-2	-18	8	-21	-7	18	-1	-12	-16	0	5
COCC(C)n1c(SCc2ccc(C(=O)OC)cc2)nc2ccccc2c1=O (stereo not given)	-33	-14	-3	-17	-9	7	24	-7	19	11	4
O=C(Nc1ccc(OCc2ccccc2)cc1)c1cccc([N+](=O)[O-])c1	-25	-20	4	-31	-10	25	1	-6	-12	-2	6
O=C(NC1CC1)C(Cc1ccccc1)NS(=O)(=O)c1ccccc1F (stereo not given)	3	-13	-25	3	2	1	5	4	8	0	-1
Cc1ccc(C(=O)CC(C(=O)O)n2ccc(C)n2)cc1 (stereo not given)	7	-15	2	-15	-6	-12	-5	-23	-3	4	-4
Cc1cc(C)nc(NS(=O)(=O)c2ccc(NC(=S)NC(=O)c3ccco3)cc2)n1	10	0	-3	10	-2	-13	-1	10	-1	0	5
New compounds follow.
SMILES	SRC3 inh	SRC2 inh	ABHD5 PLIN5 PPI	TWEAK-Fn14 inh	NOD2 RIPK2 PPI	LRH-1 inv ag	NR2F2 inh	TROY signal inh	NCOA1 inh	Exocytosis inh	TLR9-MyD88 block
CCC(C)NC(=O)CNC(=O)Cn1c(C)cc2ccccc2c1=O (stereo not given)	5	-25	-1	15	4	2	-1	12	9	-2	0
O=C(CCCN1C(=O)c2ccccc2C1=O)Nc1nccs1	2	3	7	12	-1	-18	7	16	-13	0	-5
O=C1N=C(N2CCOCC2)S/C1=C/c1ccc(-c2ccccc2Cl)o1	6	-12	3	-23	-3	1	-1	-31	5	2	-4
CC1(C)CC(=O)N(Cc2ccccc2)C(=O)C1	8	13	4	7	-6	11	1	-15	3	-1	-4
CCOC(=O)CSc1nnc(CNC(=O)c2cccs2)n1-c1cc(OC)ccc1OC	15	/	0	-20	3	-5	/	-3	-6	5	-5
O=C(CCC(=O)NNC(=O)c1ccccc1[N+](=O)[O-])NCc1ccccc1	4	-23	-3	7	-1	5	-12	-3	6	-1	/
CC1=CC(C)(C)NC(=S)N1c1cccc2ccccc12	7	22	6	-1	-1	2	9	-11	-20	-3	-4
O=C(CC1C(=O)NCCN1Cc1cccc(Oc2ccccc2)c1)NCCn1cccn1 (stereo not given)	11	-19	5	-11	-10	5	4	-5	-13	3	-3
COc1cccc(-n2c(SCC(=O)NC3CC3)nc3ccccc3c2=O)c1	13	8	-6	-7	-3	6	8	-7	12	-2	-10
CCOc1ccccc1NC(=O)Nc1cccc(NC(C)=O)c1	21	-16	1	-16	-7	-12	-3	15	-2	-1	4
O=C(CCN1C(=O)c2ccccc2C1=O)Nc1ccc2c(c1)OCCO2	-16	-26	0	15	10	0	4	0	-3	-2	-1
c1ccc2c(c1)N1CCCN=C1N2CCN1CCCCC1	-2	12	-1	4	-9	22	3	16	-4	4	4
COc1ccccc1S(=O)(=O)N1CCC(C(=O)O)(c2ccccc2)CC1	-15	-1	-6	1	-3	13	-14	4	22	2	-13
O=C(NNC(=S)NCc1ccco1)c1cccs1	24	0	2	0	-5	13	22	-5	3	1	1
CC1=CCn2c(=O)c3ccccc3c(=O)n2C1	8	-9	-4	4	-4	-3	-4	19	-9	2	2
Cc1ccc(C(C(=O)NCc2ccco2)N(CCc2ccccc2)C(=O)Cn2nnc3ccccc32)o1 (stereo not given)	2	7	2	6	1	11	-4	6	-13	3	-1
O=C(O)c1ccccc1C(=O)Nc1ccc(Oc2cccc3ccccc23)cc1	71*	89*	-4	88*	-6	62	100*	71*	56	7	-5
COc1cccc(NCc2ccc([N+](=O)[O-])s2)c1	-3	-3	6	31	-3	30	-6	-9	-7	-4	0
COc1cc(/C=N/Nc2snc(SC)c2C#N)ccc1O	-54	-45	6	-3	5	43	-47	-8	-84	0	3
C[C@H]1CN([C@@H](C)CO)C(=O)CCCn2cc(nn2)CO[C@@H]1CN(C)S(=O)(=O)c1ccc2ccccc2c1	11	-25	2	15	-4	7	2	-2	-13	2	10
